Bioassay records as filed in PubChem.
SRC2 inh: human SRC2 (NCOA2) inhibition; inhibition, % at 9 µM; Q15596; HEK293 GAL4-SRC2 luciferase reporter, luminescence; actives 0.17% (n = 370,000); AID 651957;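 active means inhibition above the mean inhibition of all tested compounds plus 3 SD, set per campaign, cut at about 52% in these data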;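 further: 0% = DMSO treated cells and 100% = cells given Gossypol at 36 µM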
TROY NFkB inh: inhibitors of TROY-dependent NF-kB signaling | actives 0.98% (n = 360,000) | AID 1347056 | inhibition, % at 10 µM | Q293 LMP1-TROYcd NF-kB luciferase reporter, 4 h;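 active means compounds whose plate-normalised and pattern-corrected inhibition of the luciferase reporter signal at the single screening dose is 50% or more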
TLR9-MyD88 inh: blocks human TLR9 binding to MyD88; inhibition, % at 4.98 µM; Q9NR96+Q99836; actives 0.21% (n = 340,000); CHO BLA complementation TLR9-MyD88, CCF4 FRET ratio;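 active means inhibition above the mean over all tested compounds plus 3 SD, cut at about 21% in these data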;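 further: 0% = DMSO only wells and 100% = clavulanate BLA inhibitor control wells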
Target sequence (Q99836 whole entry, looked up): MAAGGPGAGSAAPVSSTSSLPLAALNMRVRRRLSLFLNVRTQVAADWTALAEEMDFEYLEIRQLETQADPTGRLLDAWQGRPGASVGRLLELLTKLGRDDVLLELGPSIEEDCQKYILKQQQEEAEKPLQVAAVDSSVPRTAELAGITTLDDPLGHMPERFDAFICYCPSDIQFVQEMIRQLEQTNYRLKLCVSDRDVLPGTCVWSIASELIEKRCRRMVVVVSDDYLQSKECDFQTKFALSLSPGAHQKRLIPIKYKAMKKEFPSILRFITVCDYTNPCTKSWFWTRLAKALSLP
Target sequence (Q9NR96 whole entry, looked up): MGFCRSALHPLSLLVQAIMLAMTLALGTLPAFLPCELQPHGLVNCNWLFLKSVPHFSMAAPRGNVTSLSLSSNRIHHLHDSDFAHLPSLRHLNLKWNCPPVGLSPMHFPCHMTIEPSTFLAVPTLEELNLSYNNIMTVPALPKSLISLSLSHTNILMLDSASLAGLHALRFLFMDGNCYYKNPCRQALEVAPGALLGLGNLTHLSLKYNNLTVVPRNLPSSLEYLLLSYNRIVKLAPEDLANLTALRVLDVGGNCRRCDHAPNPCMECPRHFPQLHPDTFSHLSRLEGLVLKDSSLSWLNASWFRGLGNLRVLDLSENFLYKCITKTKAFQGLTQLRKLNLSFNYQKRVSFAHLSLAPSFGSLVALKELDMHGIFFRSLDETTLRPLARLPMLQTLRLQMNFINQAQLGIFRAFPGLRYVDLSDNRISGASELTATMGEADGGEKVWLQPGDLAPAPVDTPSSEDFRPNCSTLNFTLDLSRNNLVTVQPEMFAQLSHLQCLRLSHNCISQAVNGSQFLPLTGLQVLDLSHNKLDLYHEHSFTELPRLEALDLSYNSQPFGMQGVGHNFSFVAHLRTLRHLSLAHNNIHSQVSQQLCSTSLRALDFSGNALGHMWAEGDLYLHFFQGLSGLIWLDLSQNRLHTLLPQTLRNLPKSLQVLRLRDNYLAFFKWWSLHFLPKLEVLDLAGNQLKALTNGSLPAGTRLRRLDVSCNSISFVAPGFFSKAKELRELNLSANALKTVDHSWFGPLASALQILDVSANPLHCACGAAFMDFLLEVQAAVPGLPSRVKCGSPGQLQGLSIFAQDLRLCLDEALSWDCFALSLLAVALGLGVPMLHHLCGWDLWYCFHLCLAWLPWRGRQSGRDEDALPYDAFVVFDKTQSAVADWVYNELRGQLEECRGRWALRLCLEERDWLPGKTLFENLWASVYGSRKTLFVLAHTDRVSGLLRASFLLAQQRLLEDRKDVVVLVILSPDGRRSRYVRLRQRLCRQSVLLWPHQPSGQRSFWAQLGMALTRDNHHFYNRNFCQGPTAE
LMP1 NFkB inh: inhibitors of Epstein-Barr LMP1-induced NF-kappaB reporter | LMP1-induced NF-kappaB luciferase reporter cells, luminescence | inhibition, % at 12.5 µM | actives 0.69% (n = 350,000); in the data active means inhibition above about 41%;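 further: 0% = neutral control wells and 100% = reference inhibitor control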
NOD2 RIPK2 PPI: blocks binding of human NOD2 to RIPK2; O43353; CHO BLA complementation NOD2-RIPK2, CCF4 ratio; inhibition, % at 4.98 µM; actives 0.38% (n = 360,000); AID 624267; in the data active means inhibition above about 21%;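 further: 0% = vehicle only and 100% = reference blocker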
LRH-1 inv ag: inverse agonists of human LRH-1 (NR5A2) | O00482 | HEK293T StAR-luciferase reporter, LRH-1 transfected, 24 h | inhibition, % at 3.6 µM | actives 0.13% (n = 360,000);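 active means inhibition above the mean inhibition of all tested compounds plus 3 SD, cut at about 73% in these data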;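 further: 0% = DMSO wells and 100% = reporter-only cells lacking LRH-1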
NCOA1 inh: inhibits human SRC1 coactivator | Q15788 | actives 0.12% (n = 360,000) | inhibition, % at 3.6 µM | HEK293 GAL4-SRC1 luciferase reporter, luminescence;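 active means inhibition above the campaign mean plus 3 SD, with each screening campaign given its own cutoff, cut at about 60% in these data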;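 further: 0% = DMSO treated cells and 100% = gossypol at 36 µM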
Vif imaging: inhibitors of HIV Vif; HEK293T cells, Vif self-association by quenched fluorescence, imaging, 24 h; inhibition, % at 7.49 µM; actives 0.35% (n = 340,000); AID 602346; in the data active means inhibition above about 50%, passing the limit was not always enough; further: some results filed as inactive read as strong as hits
C8 TRAIL sens: caspase-8 TRAIL sensitization; NB7+C8 cells + TRAIL, ATPlite viability luminescence; inhibition (viability loss, TRAIL sensitization), % at 10 µM; actives 1% (n = 360,000);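 active means compounds causing at least 50% loss of cell viability in the single-dose screen, relative to plate controls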
NR2F2 inh: blocks human COUP-TFII nuclear receptor. P24468. inhibition, % at 8.6 µM. HEK293T NGFI-A luciferase reporter, luminescence. actives 0.7% (n = 370,000). AID 686940;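 active means inhibition above a per-plate cutoff, mean inhibition of test wells between control levels plus 3 SD, cut at about 38% in these data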;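 further: cells cotransfected with COUP-TFII expression vector driving the NGFI-A reporter; 0% = median of COUP-TF2 test wells and 100% = reporter-only cells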
NCOA3 inh: inhibitors of human steroid receptor coactivator 3 (SRC3); Q9Y6Q9; HEK293 GAL4-SRC3 luciferase reporter, luminescence; inhibition, % at 3.6 µM; actives 0.17% (n = 360,000);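 active means inhibition above a per-campaign cutoff, the mean of all compounds plus 3 SD, cut at about 60% in these data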;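 further: 0% = DMSO-treated cells and 100% = gossypol-treated cells at 36 µM; higher means less SRC3-driven luciferase light from the GAL4 reporter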
The depositor's hits bear a star; x = no result given. These rows are one share of the data; rates above refer to the full screens.

SMILES | SRC2 inh | TROY NFkB inh | TLR9-MyD88 inh | LMP1 NFkB inh | NOD2 RIPK2 PPI | LRH-1 inv ag | NCOA1 inh | Vif imaging | C8 TRAIL sens | NR2F2 inh | NCOA3 inh
Cc1cc(C)n2nc(Cc3ccccc3)nc2n1 | -15 | -16 | -1 | 34 | -4 | 14 | -12 | 1 | -6 | 3 | -6
Cc1cc(Cl)nc(-c2ccccc2)n1 | -7 | 17 | -13 | -6 | -3 | 3 | 4 | -6 | -6 | 5 | 8
Cn1c(=O)c([N+](=O)[O-])c(NCCc2ccccc2)c2ccccc21 | 15 | 4 | -2 | 6 | 3 | -6 | 27 | -21 | 1 | 0 | 17
Cc1ccc(S(=O)(=O)Nc2cc(C)on2)cc1 | -20 | 10 | -3 | -1 | -14 | 6 | 0 | -2 | 18 | 7 | 4
COc1ccc(NC(=O)CN2CCN(C(=O)N3CCOCC3)CC2)cc1 | -7 | 1 | 1 | 3 | -2 | 27 | -8 | 9 | -9 | 14 | 5
N#CC1(NC(=O)CN2C(=O)NC(Cc3c[nH]c4ccccc34)C2=O)CCCCC1 (centres undefined) | 19 | 6 | -5 | -7 | 2 | -3 | -35 | 17 | 6 | 1 | 7
CCC(=O)N1CCC1(C)C(=O)Nc1cccc(OC)c1 (centres undefined) | -22 | -11 | x | x | -10 | -5 | -6 | -10 | -5 | 2 | -7
CC1=C(C(=O)N2CCCCCC2)CC(CC(=O)NCC2CCCCC2)C(=O)N1CCCN1CCCC1=O (centres undefined) | -19 | -7 | x | x | -17 | -5 | x | x | 6 | 18 | x
C=CS(=O)(=O)N(Cc1ccccc1Br)[C@H](CO)Cc1ccccc1 | 30 | 14 | -3 | -21 | -3 | 43 | 13 | 1 | 17 | 16 | 37
CCOC(=O)[C@@H]1[C@H]2COc3cc(OC)ccc3[C@H]2N2C(=O)N(c3cccc(F)c3)C(=O)[C@]12C | 15 | 2 | 1 | 7 | 4 | 10 | -4 | -12 | 5 | -2 | -16
CC1CCc2sc(NC(=O)c3ccc(N4C(=O)CCC4=O)cc3)c(C(N)=O)c2C1 (centres undefined) | -8 | 24 | 3 | -4 | -8 | -2 | -18 | -4 | 18 | -1 | 9
Nc1c(S(=O)(=O)c2ccccc2)nnn1-c1ccccc1 | -11 | -4 | 11 | 4 | -35 | 10 | 5 | 15 | -2 | 1 | 0
COc1cc(CN2CCNC(=O)C2CC(=O)NC2CCC2)cc(OC)c1 (centres undefined) | -5 | -10 | 1 | -4 | 3 | -6 | 13 | -1 | -4 | -15 | 9
O=C(NC1CCCC1)C1CCCN(C(=O)Nc2ccccc2)C1 (centres undefined) | 9 | -12 | -5 | 2 | 0 | 23 | 1 | 23 | -9 | -11 | -4
N/C(=N\O)c1ccc(NC(=O)c2cccs2)cc1 | -67 | -40 | 10 | -9 | -5 | -56 | -42 | 4 | 9 | -40 | -35
CCNc1cc(Cl)nc(SC)n1 | -13 | 2 | -4 | 0 | -9 | 0 | -1 | 12 | -20 | -11 | -17
COc1ccc(-c2cc3cc(-c4cc(OC)c(OC)c(OC)c4)ccc3o2)cc1 | 1 | -24 | -4 | 4 | 7 | -11 | -1 | -3 | 9 | 13 | -22
COc1ccc(CC(=O)Nc2nc(-c3cccc([N+](=O)[O-])c3)cs2)cc1 | 2 | -7 | 5 | -10 | -7 | -28 | 8 | 0 | -6 | 4 | 9
OCCN1CCN(CC(O)COCCOc2ccc(Br)cc2)CC1 (centres undefined) | -1 | 5 | 3 | 2 | -3 | 15 | 3 | -5 | 2 | 2 | 9
Cc1cc(=O)[nH]c2c(C)cc(S(=O)(=O)Nc3ccc(O)cc3)cc12 | 12 | -3 | 1 | 1 | -16 | 15 | 10 | -2 | -8 | -8 | -28
CC(C)CNC(=O)C1C(=O)Nc2ccccc2C(=O)N1C(C)(C)C (centres undefined) | -10 | x | x | x | 9 | -6 | x | x | -3 | 4 | x
C=CCn1cccc(C(=O)Nc2ccc(C)cc2)c1=O | -71 | -28 | 1 | -7 | 4 | -64 | -67 | -11 | -2 | -31 | -40
COc1cc(C)cc(CN2CCC(Cc3ccccc3)CC2)c1O | -4 | -17 | 3 | 2 | 0 | -1 | 8 | -11 | -10 | 8 | 7
COc1cc([N+](=O)[O-])ccc1NC(=O)NNC(=O)CCc1ccccc1 | 20 | -18 | 1 | 8 | 3 | 9 | 2 | -7 | 11 | 15 | 6
O=c1oc2ccccc2c(CNc2ccccc2)c1[N+](=O)[O-] | -9 | 44 | 2 | 4 | -11 | 23 | 8 | -6 | -8 | -19 | 7
COc1ccc(Br)cc1/C=N/NC(=O)CNC(=O)C1COc2ccccc2O1 (centres undefined) | -11 | -20 | -9 | -1 | -8 | -17 | -10 | -9 | 5 | 14 | -12
OCC1(Cc2ccccc2)CCN(Cc2ccccn2)CC1 | 12 | 8 | -6 | 3 | 2 | -10 | -20 | 4 | -4 | 4 | 6
C/C(=N\N=C1/NC(=O)C(C)S1)c1ccco1 (centres undefined) | 4 | -20 | 4 | -3 | -6 | -7 | -5 | 8 | 1 | 2 | 2
CCOc1ccc(-n2c(=O)c3ccccc3c3ccccc3c2=O)cc1 | 3 | 4 | 5 | -1 | 1 | 6 | -12 | -8 | -3 | -3 | 23
CN(Cc1ccccc1)C(=O)C(=O)c1cn(CC(=O)N2CCCC2)c2ccccc12 | -2 | 17 | 4 | -2 | -5 | 10 | -2 | -3 | -9 | 14 | -11
CCC(=O)Oc1ccc(NC(=O)CSCc2ccccc2)cc1 | -4 | -69 | 7 | 3 | -2 | -62 | -56 | -16 | 7 | -17 | -42
OCC1(CCCc2ccccc2)CCN(C2CCC2)CC1 | 3 | -9 | -8 | -4 | -11 | 13 | 8 | 10 | 12 | 17 | 1
O=C1C=C(c2ccccc2)C(c2ccccc2)C1O (centres undefined) | -17 | 8 | -6 | -2 | -2 | 2 | -4 | 7 | -4 | 3 | -4
COC(Cn1c(C)c(C(C)=O)c(C(C)=O)c1C)OC | -16 | 11 | 3 | -3 | 1 | -1 | 10 | -8 | 4 | 5 | 10
O=C(CSc1nnc(-c2ccc(Cl)cc2)n1Cc1ccco1)Nc1ccc2c(c1)OCCO2 | 12 | 52* | 0 | 5 | -2 | -14 | -11 | -6 | -1 | 18 | -14
Cn1cc(/C=C/C(=O)c2ccccc2)c2ccccc21 | -44 | 21 | 10 | -12 | 25* | -90 | -89 | -10 | 60* | -26 | -36
Fc1ccccc1NC(=S)NCCc1ccccc1 | 2 | -45 | -8 | -16 | 2 | -60 | -51 | 4 | -8 | -14 | -17
Cc1nnc(C)n1/N=C/c1cccs1 | -5 | 23 | 5 | 2 | -10 | 6 | -4 | 18 | -22 | 8 | 7
O=C1C2C3C=CC(C4CC34)C2C(=O)N1Cc1ccccc1 (centres undefined) | 10 | -1 | -4 | 3 | -10 | 13 | -10 | 11 | -5 | 0 | -3
Cc1ccc2oc(=O)n(CCOc3ccccc3Cl)c2c1 | 5 | -7 | -8 | -7 | 5 | 31 | -2 | -7 | 1 | 4 | 5

Three entries already listed, arranged by the number in NR2F2 inh, high to low:
smiles	NR2F2 inh
Cc1nnc(C)n1/N=C/c1cccs1	8
Cc1ccc2oc(=O)n(CCOc3ccccc3Cl)c2c1	4
Nc1c(S(=O)(=O)c2ccccc2)nnn1-c1ccccc1	1

New compounds follow.
SMILES | SRC2 inh | TROY NFkB inh | TLR9-MyD88 inh | LMP1 NFkB inh | NOD2 RIPK2 PPI | LRH-1 inv ag | NCOA1 inh | Vif imaging | C8 TRAIL sens | NR2F2 inh | NCOA3 inh
Cc1ccc(S(=O)(=O)N2CCCC2)cc1C(=O)NCCOc1ccccc1 | -2 | -1 | -4 | -4 | -7 | 10 | 6 | -2 | -9 | 10 | -17
COc1cccc(CN(CC(=O)NCC2CCCO2)C(=O)CCC(=O)Nc2cc(C)on2)c1 (centres undefined) | -15 | 12 | 8 | -2 | 7 | 4 | -36 | 13 | 6 | 2 | -12
COc1cc(/C=N/N(c2ccccc2)c2ccccc2)ccc1O | 12 | -20 | -1 | -7 | -5 | 21 | 10 | 4 | -15 | -2 | 5
CC(C)/C=C/CN1CCN(CCCc2ccccc2)C(CCO)C1 (centres undefined) | -3 | -18 | -1 | -8 | -9 | 19 | 11 | -5 | 2 | 2 | -4
COc1ccc(NC(=O)CN2C(=O)CSC2=O)cc1 | -15 | 1 | 2 | -8 | -10 | 16 | -56 | 6 | 6 | -11 | 8
COC(=O)/C(=C1/Oc2ccc(C(C)(C)C)cc2S1)C(F)(F)F | 3 | 33 | -14 | -15 | -1 | -8 | -11 | 14 | 8 | 13 | 15
CN(Cc1nccs1)C(=O)C1CCC(=O)N(Cc2ccccc2F)C1 (centres undefined) | -4 | -7 | -9 | -1 | -7 | -6 | -3 | 7 | -16 | -4 | -18
Cc1ccc(S(=O)(=O)N2CCN(C(=O)CN3CCCSc4ccccc43)CC2)cc1 | 6 | 20 | 0 | 4 | 5 | -7 | -2 | 0 | -1 | 6 | -3
Cc1nc2ccccc2cc1C(=O)N/N=C/c1ccc([N+](=O)[O-])cc1 | 10 | 7 | -2 | 3 | 0 | 11 | 4 | 9 | -1 | -20 | 11
COC(=O)c1nn(-c2ccc(OC)cc2)c(=O)cc1Oc1cccc(Cl)c1 | 13 | 14 | -10 | 3 | 6 | 7 | -26 | -4 | 1 | -4 | 12
Cc1cc(NS(=O)(=O)c2ccc(NC(=O)Nc3cccc(Cl)c3)cc2)no1 | -12 | 10 | -4 | -14 | 1 | -16 | 6 | 8 | 8 | 9 | 12
Cc1ccc(-c2csc(NC(=O)C3CCN(S(=O)(=O)c4cccs4)CC3)n2)cc1 | 0 | 32 | -5 | 26 | -5 | 42 | 23 | -3 | 26 | 69* | 26
Nc1c(/C=C2/C=CC(=O)C(O)=C2)c(=O)nc2sc(CC(=O)N3CCOCC3)nn12 | -6 | -6 | -11 | 3 | 3 | 15 | 2 | 8 | -1 | -5 | -3
CCn1c(=O)cc(SCC(=O)NCc2ccc(C)cc2)c2ccccc21 | 3 | 14 | -5 | -17 | 0 | -7 | -19 | 13 | 6 | 14 | 1
C=CCCOc1ccccc1C(N)=O | 23 | 0 | -8 | -12 | -1 | 1 | -11 | -6 | 9 | -14 | -4
O=C(Cc1c(Cl)cccc1Cl)N1CCN(S(=O)(=O)c2cccs2)CC1 | -8 | 2 | -6 | -32 | -4 | 0 | -1 | 9 | 4 | 2 | 14
Cn1c2c(c(=O)n(C)c1=O)C(c1ccccc1OC(F)F)C1=C(CCCC1=O)N2 (centres undefined) | -10 | -22 | 1 | -2 | -6 | 9 | -4 | -4 | -4 | 10 | 14
CNC(=O)N(O)C1N(/N=C/c2ccc(C)cc2)C(=S)SC1(C)C (centres undefined) | -1 | -2 | -8 | -1 | 4 | -1 | 1 | -11 | 10 | 10 | -3
Cc1cc2c(c(SCC#N)n1)C(=O)OC2 | -5 | -19 | 1 | -8 | -6 | -8 | 3 | -3 | 10 | 13 | 25
